A-T KAP1 phos: potential ataxia-telangiectasia treatments restoring KAP-1 phosphorylation; Potency, µM (series often up to 57.5 µM), for inactives: at the top dose activation, most hits filed as activators; […] A-T fibroblasts, KAP-1 phosphorylation AlphaLISA; neocarzinostatin DNA damage 30 min before lysis; 320,000 compounds, 0.19% hits; note: potency is the fitted concentration of half-maximal effect; % of control where 0% means no effect; nearly all actives have a fitted effect of over 45% in size
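ATM-like activity read as KAP-1 phosphorylation via AlphaLISA donor/acceptor antibody pairs after lysis and 6 hr at 25C. Cells were ATM-null patient fibroblasts ([…], hTERT), dosed 60 min, then exposed to the DSB inducer NCS for 30 min.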
BRCA1 expr act: BRCA1 expression activation; MCF7-BRCA1-FFLuc reporter, luminescence, 48 h; response scale: scaled: vehicle 0%, 10 µM genistein 100%; Potency, µM (series often up to 46.1 µM), for inactives: top-dose activation, most hits filed as activators; 380,000 compounds, 1.1% hits; AID 624202; note: potency is the fitted concentration of half-maximal effect; nearly all actives have a fitted effect of over 80% in size; some results filed as inactive show a strong effect at the top dose
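Reporter cells (MCF7, BRCA1 promoter-firefly luciferase) received library compounds across a concentration series for 48 h. End-point luminescence was measured and concentration-effect curves derived after normalization.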
ELG1 repair inh: ELG1-dependent DNA repair inhibition; HEK293T ELG1-luciferase reporter, luminescence, 16 h; DNA damage induced by 5-fluorouridine; 330,000 compounds, 2.3% hits; Potency, µM (titrated, usually from 46.1 µM), inactives show top-dose activity change, negative = inhibition, actives largely listed as inhibitors; AID 504467; note: potency is the fitted concentration of half-maximal effect; % is set by controls: 0 for no effect and ±100 for the full control effect; nearly all actives have a fitted effect of over 55% in size
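Reporter activity after DNA damage by 5-fluorouridine is monitored. Compound-treated cells incubate 16 hr at 37 °C, then ONE-Glo is added for 30 min before luminescence reading.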
PTAP TSG101 blk: blocks PTAP/TSG101 interaction to inhibit HIV-1 budding. Q99816. Fluorescence polarization, FITC-PTAP peptide / Tsg101 binding. 340,000 tested, under 10 active. AID 493005. Potency, µM (top dose mostly 115 µM), inactives show at the top dose activity change, negative = inhibition, usual class: inhibitors; active = well fitted inhibition curve with a large enough effect in the main read-out, with a control signal flat, not every such curve was filed as active; inconclusive = small, poorly fitted or top-dose-only effect, or effect the other way, or a change in a side signal; inactive = no such curve, though single readings can be large or run the other way; note: potency is the fitted concentration of half-maximal effect; % of control where 0% means no effect
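Steps: Tsg101 binding domain dispensed (10 uM final), compounds pinned in DMSO, FITC-labeled PTAP-motif peptide added (50 nM final); after 20 min binding at room temperature, polarization measured.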
B2AR arrestin: agonists driving beta-arrestin recruitment to human beta2-adrenergic receptor; beta-arrestin recruitment to beta2AR, cell-based reporter; P07550; Potency, µM (series often up to 46.1 µM), without a hit: at the top dose activation, most hits filed as activators; 330,000 compounds, 0.02% hits;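 note: potency is the fitted concentration of half-maximal effect; 0% = DMSO controls and full agonism = EC100 isoproterenol or metaproterenol; nearly all actives have a fitted effect of over 65% in size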
a7 integrin act: activates integrin-mediated alleviation for muscular dystrophy; alpha7betagal myoblasts, beta-gal FDG fluorescence, 48 h; 350,000 compounds, 0.064% hits; Potency, µM (titrated, usually from 38.3 µM), without a hit: top-dose activation, hits mostly activators;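 note: potency is the fitted concentration of half-maximal effect; 100% = response of the positive control SU9516; nearly all actives have a fitted effect of over 60% in size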
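alpha7betagal+/- myoblasts (passage 13, 250/well) treated 48 h at 37C with compounds at 1:260 dilution of DMSO stock. Lysed, then beta-galactosidase activity read as FDG fluorescence (ex 480/em 540) after 30 min, with pre-read for autofluorescence.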
p53 reactivator: mutant p53 re-activation in reporter cells; H1299 p53-A138V BP100-luciferase reporter, luminescence, 24 h; Potency, µM (top dose mostly 92.2 µM), for the others: top-dose activity change, positive = activation, hits mostly activators; 320,000 compounds, 0.063% hits; AID 504706; note: potency is the fitted concentration of half-maximal effect; % of control where 0% means no effect; nearly all actives have a fitted effect of over 45% in size
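p53-null H1299 cells stably carrying temperature-sensitive p53-A138V and a BP100-luciferase reporter were pinned with compounds (4-point, 1:5 series) and held 24 hrs at 37 deg C. Luminescence was read 10 min after detection reagent.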
TCR act: activators of T cell receptors. AID 504894. Potency, µM (top dose mostly 9.22 µM), without a hit: top-dose activation of IL-2 secretion, most hits filed as activators. 330,000 tested, under 10 active. primary human leukocytes, anti-CD3, IL-2 HTRF, 48 h; note: % of control where 0% means no effect
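Primary human leukocytes receive a-CD3 beads and test compound and are incubated 48 hr. Secreted IL-2 is then assayed by HTRF, measuring 665nm acceptor emission after 320nm excitation of the europium donor.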
CXXC DNA block: blocks binding of human MLL CXXC domain to DNA; Q03164; MLL-CXXC / FITC-HOXA9 DNA fluorescence polarization; Potency, µM (titrated, usually from 115 µM), for the others: at the highest dose activity change, negative = inhibition, most hits filed as inhibitors; 290,000 compounds, 0.037% hits; active = well fitted inhibition curve with a large enough effect in the polarisation, with a control signal flat, not every such curve was filed as active; inconclusive = small, poorly fitted or top-dose-only effect, or effect the other way, or a change in a side signal; inactive = no such curve, though single readings can be large or run the other way; the % refers to the polarisation; note: potency is the fitted concentration of half-maximal effect
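Fluorescence polarization: 7 uM MLL-CXXC (stock) preincubated 5 min with compounds, then 50 nM fluorescein-HOX-A9 DNA (stock) added; 30 min ambient. Buffer 50 mM Tris-HCl pH 7.5, 50 mM NaCl, 1 mM DTT, 0.05% BSA.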
TRPV1 agonist: human TRPV1 agonism. Q8NER1. TRPV1-expressing cells, Fluo-8 calcium influx, agonist mode. activation, % at 8.33 µM. 320,000 compounds, 0.19% hits. AID 540275; in the data active = activation above about 80%; inconclusive = between about 30% and that limit; note: 0% is about no effect
Target sequence (Q8NER1 whole entry, looked up): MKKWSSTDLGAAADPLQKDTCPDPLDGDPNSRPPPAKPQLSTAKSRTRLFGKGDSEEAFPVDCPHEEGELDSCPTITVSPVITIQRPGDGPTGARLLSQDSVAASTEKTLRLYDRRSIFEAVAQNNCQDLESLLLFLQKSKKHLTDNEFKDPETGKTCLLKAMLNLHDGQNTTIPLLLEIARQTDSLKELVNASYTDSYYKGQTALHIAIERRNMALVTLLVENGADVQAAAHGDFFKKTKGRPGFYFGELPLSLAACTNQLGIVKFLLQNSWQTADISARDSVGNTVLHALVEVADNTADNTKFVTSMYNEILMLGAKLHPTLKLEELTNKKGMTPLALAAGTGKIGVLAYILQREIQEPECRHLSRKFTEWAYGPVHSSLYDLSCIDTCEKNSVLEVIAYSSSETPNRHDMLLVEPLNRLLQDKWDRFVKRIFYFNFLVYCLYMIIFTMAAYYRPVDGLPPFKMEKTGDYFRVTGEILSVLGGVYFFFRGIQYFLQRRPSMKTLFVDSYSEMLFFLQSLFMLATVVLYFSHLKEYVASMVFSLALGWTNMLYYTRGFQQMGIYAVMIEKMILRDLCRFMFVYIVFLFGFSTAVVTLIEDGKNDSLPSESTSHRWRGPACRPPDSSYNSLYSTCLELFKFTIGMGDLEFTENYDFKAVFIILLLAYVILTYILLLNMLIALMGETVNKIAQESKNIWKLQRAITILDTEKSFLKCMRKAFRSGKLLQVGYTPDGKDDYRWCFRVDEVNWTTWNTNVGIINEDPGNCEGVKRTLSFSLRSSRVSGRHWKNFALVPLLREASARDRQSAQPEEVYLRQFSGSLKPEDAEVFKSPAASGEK
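Fluo-8 calcium influx in TRPV1-expressing cells, kinetic read (ex 480/em 520 nm). Compound added and read 3 min for agonist activity, followed by capsaicin at EC20 final and 2 min further read for enhancement.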
The depositor's hits bear a star; ? = inconclusive; · = not tested or not shown; & = joins results of further samples; [ ] = another dose, or the depositor's remark. Unless noted, calls come from the whole dose curve; as a rule, active = well fitted curve in the direction sought with a large enough effect; inconclusive = small, poorly fitted or top-dose-only effect, or another doubt; inactive = no such curve, though single readings can be large; an effect the other way counts as inactive or inconclusive.

SMILES	A-T KAP1 phos	BRCA1 expr act	ELG1 repair inh	PTAP TSG101 blk	B2AR arrestin	a7 integrin act	p53 reactivator	TCR act	CXXC DNA block	TRPV1 agonist
COc1ccccc1CNC(=O)CC(C)C	-6%	-30%	19%	-5%	-0.3%	-9%	4%	·	3%	8
O=C(CCS(=O)(=O)c1ccc(Br)cc1)NCc1ccc(F)cc1	16%	2%	0%	-1%	0.0%	-6%	5%	-6%	-4%	?
CCCCCCCCCCCC1=C(O)C(=O)C=C(O)C1=O	·	-8%&21%	·	-1%	·	-17%	·	-1%	·	·
COc1ccc(CCNC(=O)CSc2nnc3ccc(-c4cccnc4)nn23)cc1	4%	5%	-9%	-8%	0.0%	8%	1%	-4%	5%	3
CCOc1ccc(NC(=O)CSc2nc(NS(=O)(=O)c3ccc(C)cc3)cc(=O)[nH]2)cc1	10%	-5%	7%	-1%	-1.0%	31%	-1%	-2%	4%	-2
CC(C)[C@H](CN1CCC[C@H]1CN1C(N)=NC[C@@H]1Cc1ccccc1)N1C[C@@H](Cc2ccccc2)N(CCc2ccc(Cl)c(Cl)c2)C1=N	4%	9%	12%	-6%	0.3%	9%	-3%	6%	·	·
CC(=O)c1ccc(N2CCN(C(=O)C(=O)c3cn(CC(=O)N4CCCCCC4)c4ccccc34)CC2)cc1	7%	-8%	-10%	-5%	-0.6%	-29%	16%	0%	18%	0
CC(=O)c1sc2nc(-c3cccs3)cc(C(F)(F)F)c2c1N	0%	-59%	-5%	?	0.2%	7%	-1%	-8%	?	23
COc1ccc(N(CC(=O)NC2CCCC2)C(=O)Cn2nnc(-c3ccc(C)o3)n2)c(OC)c1	-6%	-14%	2%	-4%	0.1%	2%	-4%	3%	8%	0
C/C(=N\n1c(C)nc2ccccc2c1=O)c1ccc(C)o1	-6%	-6%	4%	-3%	-0.8%	5%	-1%	-6%	3%	·
Clc1ccc(-[n+]2c(-c3cccc(Br)c3)[nH]c3nc4ccccc4nc32)cc1	-15%	-11%	?	-4%	-0.9%	?	4%	0%	-22%	2
c1ccc2c(c1)CCN(c1nc3cc4c(cc3s1)OCCO4)C2	9%	-90%[inhibitor]	?	-4%	-0.2%	3%	-29%	3%	-2%	3
Cc1cc(NC(=O)CSc2ccc(-c3cccc([N+](=O)[O-])c3)nn2)no1	2%	-23%	-4%	0%	0.1%	-44%	8%	·	-2%	1
O=C(CNC(=O)c1ccc(-c2ccccc2)cc1)OCc1c(F)cccc1Cl	14%	1%	25%	-14%	-1.3%	11%	-2%	5%	18%	9
Cn1c(=O)[nH]c(=O)c2c1nc(N1CCCC1)n2CC(O)COc1ccccc1 (stereo unspecified)	7%	11%	-21%	-5%	0.1%	21%	10%	-4%	19%	0
CCOc1ccc(CCNC(=O)COC(=O)c2ccc(Br)o2)cc1OCC	14%	2%	-8%	-1%	0.3%	8%	-7%	-1%	·	-4
CCCSc1nc2cc(OC)c(OC)cc2c(=N)n1CCCN1CCOCC1	2%	-28%	-8%	-1%	-1.1%	-53%[inhibitor]	0%	-1%	6%	-2
CC1CN(CC(O)COc2ccccc2C(C)(C)C)CC(C)O1 (stereo unspecified)	·	-1%	?	-2%	-0.3%	1%	11%	3%	-3%	1
Cc1ccccc1NC(NC(=O)OCCn1c([N+](=O)[O-])cnc1C)C(Cl)(Cl)Cl (stereo unspecified)	?	9%	9%	-2%	-0.6%	33%	-1%	0%[46.1 µM]	-12%	-8
Cc1c(-c2ccccc2)nc2ccccc2c1C(=O)Oc1ccc([N+](=O)[O-])cc1	2%	-22%	?	1%	-0.2%	19%	0%	-4%	17%	3
CC(=O)NC(=O)c1nnn(Cc2ccccc2)c1NC(C)=O	0%	3%	1%	2%	0.6%	19%	-20%	·	12%	-1
Cc1cc(OCC(=O)OCC(=O)N2CCc3ccccc3C2)ccc1Cl	6%	6%	9%	-3%	0.0%	-4%	3%	0%	·	?
Cc1cc(C(=O)OCC(=O)c2ccc(Cl)c([N+](=O)[O-])c2)c2cccc(C)c2n1	-7%	-26%	13%	-1%	0.0%	-36%	3%	6%[46.1 µM]	15%	0
c1ccc(C2[C@H]3CN(CC4CCCCC4)[C@H](c4ccccc4)C34CC2(c2cccnc2)C4)cc1 (stereo partly specified)	55%	0%	-4%	1%	-0.2%	-1%	1%	-3%	8%	-1
Cc1oc(-c2ccc(Cl)cc2)nc1CS(=O)CC(=O)NCc1cccs1 (stereo unspecified)	9%	-5%	-8%	0%	0.2%	-1%	-4%	-5%	-4%	8
CCOC(=O)Cn1c(=O)cnc2ccccc21	7%	-8%	10%	-2%	-0.1%	-1%	0%	-1%	2%	-2
Cc1noc2ncnc(Sc3ccc(Cl)cc3)c12	·	-95%[inhibitor]	·	-5%	·	-36%	·	3%	-2%	0
COc1ccc(CNc2nc(-c3cccnc3)nn2C(=O)c2ccco2)cc1	1%	-7%	-4%	-3%	0.3%	6%	-1%	-2%	?	6
CN(Cc1c(C(=O)N/N=C/c2cccc(F)c2)nnn1-c1nonc1N)C1CCCCC1	-2%	0%	16%	-2%	-0.4%	16%	-5%	-14%	20%	9
Cc1cc(C)cc(NC(=O)C2CCCN2S(=O)(=O)c2ccc3c(c2)C(C)(C)C(=O)N3C)c1 (stereo unspecified)	0%	-15%	-19%	-1%	0.3%	26%	7%	2%	·	0
CCOC(=O)c1nnsc1NC(=O)Nc1ccc(OC)cc1	-14%	1%	-18%	0%	0.0%	-11%	-2%	-6%	11%	10
O=C(c1ccc(Cl)c(S(=O)(=O)NCc2ccco2)c1)N1CCN(c2ccccc2F)CC1	·	-68%	?	-7%	0.3%	-14%	1%	0%	-22%	-2
O=C(C[C@H]1C/C=C/CC[C@@H](Cc2ccc(F)cc2)C(=O)O[C@@H](c2ccccc2)CNC1=O)NCCO	0%	-5%	?	-10%	-0.1%	27%	-1%	-2%	·	·
COc1ccc(CC(=O)Nc2ccc(S(=O)(=O)NC(C)C)cc2)cc1	1%	-32%	2%	-3%	0.1%	7%	-8%	3%	-3%	1
OC(Cc1ccnc2ccccc12)C(Cl)(Cl)Cl (stereo unspecified)	·	-26%	·	-3%	·	-23%	·	5%	·	·
O=C1CN(C(=O)c2ccccc2)C(c2ccc(F)cc2)c2cc(Br)ccc2N1 (stereo unspecified)	5%	-13%	-9%	1%	-1.1%	-14%	-5%	2%	27%	26
COc1c(/C=N/NC(N)=S)c(C)nn1-c1ccccc1	2%	20%	2%	-2%	-0.4%	-1%	5%	-5%[46.1 µM]	1%	-2
COC(=O)CN1C(=O)[C@H]2[C@@H](c3ccc(C)o3)N3C(=O)CN(Cc4ccc(-c5ccccc5)cc4)C(=O)[C@@]3(C)[C@H]2C1=O	2%	-1%	2%	·	-1.1%	9%	·	-3%	-8%	0
Cc1c(NC(=O)C2CCCNC2=O)c(=O)n(-c2ccccc2)n1C (stereo unspecified)	13%	-1%	9%	-9%	-0.7%	-2%	-6%	-10%	10%	1
O=C(Cc1ccccc1)N1CCC2(CC1)NCCc1[nH]cnc12	4%	1%	11%	-1%	-0.4%	-18%	2%	-8%	5%	2
O=C(NCc1ccco1)c1ccc(=O)[nH]n1	6%	-5%	13%	-3%	-1.0%	2%	1%	1%	-11%	9
CC(C)N1C/C(=C/c2cccnc2)C(=O)/C(=C/c2cccnc2)C1	-2%	-26%	?	2%	3.2%	-17%	-25%	-7%[46.1 µM]	0%	-4
O=C1CCCN1CCCNCC(O)c1ccccc1 (stereo unspecified)	-16%	-4%	1%	-4%	0.1%	13%	-3%	8%	-3%	4
CC(C)CC(c1nnnn1Cc1ccccc1)N1CCC(C(N)=O)CC1 (stereo unspecified)	-3%	2%	4%	-2%	-0.7%	0%	-7%	-20%[46.1 µM]	4%	1
COc1cccc(C2/C(=C(/O)c3cnn(-c4ccccc4)c3C)C(=O)C(=O)N2CCN(C)C)c1 (stereo unspecified)	-1%	6%	?	-2%	-0.6%	4%	-2%	-12%[46.1 µM]	7%	0
N#Cc1ccc(C(=O)OCC(=O)Nc2cccc(S(=O)(=O)N3CCCCC3)c2)cc1	3%	0%	5%	-1%	-0.2%	21%	-5%	12%	·	1
O=C(OCC(=O)N(Cc1ccccc1)Cc1ccccc1)c1cccc(O)c1	13%	-20%	-5%	-3%	-0.2%	14%	11%	4%	·	25

Single values from the entries so far:
`CC(C)N1C/C(=C/c2cccnc2)C(=O)/C(=C/c2cccnc2)C1` | TCR act = -7%[46.1 µM]
`Cc1ccccc1NC(NC(=O)OCCn1c([N+](=O)[O-])cnc1C)C(Cl)(Cl)Cl` (stereo unspecified) | PTAP TSG101 blk = -2%
`CCCSc1nc2cc(OC)c(OC)cc2c(=N)n1CCCN1CCOCC1` | TCR act = -1%
